High-throughput results as filed in PubChem BioAssay.
ABCB6 inh 2: ABCB6 transporter inhibitors, primary screen, K562-ABCB6 cells, flow cytometry, MLPCN library. K562-ABCB6 porphyrin accumulation, 1 h; stronger effect = lower value. ATP-binding cassette sub-family B member 6 (Homo sapiens), Q9NP58. fluorescence ratio to DMSO, % at 10 µM. 0.19% of 360,000 active;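 active means fluorescence ratio to DMSO below 75%, the collection mean minus 3 SD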;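 further: signal is porphyrin accumulated inside mitochondria; 100% equals median channel fluorescence of DMSO control wells; lower ratio means ABCB6 inhibition with less porphyrin fluorescence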
MC4R antagonist: MC4R antagonists of cAMP signaling, primary screen, cell-based, TR-FRET, antagonist arm of biased-ligand search | MC4R-expressing cells, MTII-stimulated cAMP, LANCE TR-FRET | inhibition, % at 6.5 µM | 0.48% of 360,000 active;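 active means inhibition above its plate's cutoff, the mean of tested wells on that plate plus 3 SD, cut at about 29% in these data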;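 further: 0% = Melanotan II alone and 100% = Melanotan II plus saturating MCL0020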
Target sequence (P32245 whole entry, looked up): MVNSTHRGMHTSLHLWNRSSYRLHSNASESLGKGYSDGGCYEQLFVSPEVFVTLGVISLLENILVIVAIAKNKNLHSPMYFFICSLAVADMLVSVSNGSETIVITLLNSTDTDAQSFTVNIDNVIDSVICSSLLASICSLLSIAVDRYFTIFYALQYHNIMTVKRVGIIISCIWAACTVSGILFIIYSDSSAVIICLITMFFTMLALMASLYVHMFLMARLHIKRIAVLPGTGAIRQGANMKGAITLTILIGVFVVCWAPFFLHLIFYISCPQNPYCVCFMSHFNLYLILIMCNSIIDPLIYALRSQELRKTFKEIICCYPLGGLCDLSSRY
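system = U2OS cells with stable human MC4R expression | also added = Melanotan II challenge after compound preincubation | dosing = one concentration, 6.5 µM nominal | incubation = compound 30 min, challenge 1 h, detection 1 h | measured by = TR-FRET with Eu-cAMP and labeled anti-cAMP, 671 nm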
ABHD5-PLIN5 inh: ABHD5-PLIN5 interaction inhibitors, primary screen, cell lysate, split luciferase complementation, luminescence. inhibition, % at 4 µM. AID 602281, 2012. Perilipin-5 (Homo sapiens) + 1-acylglycerol-3-phosphate O-acyltransferase ABHD5 (Homo …. Split G. princeps luciferase complementation, 4 h. 0.78% of 360,000 active;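 active means inhibition above the mean inhibition across every tested compound plus 3 SD, cut at about 22% in these data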;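 further: 0% = DMSO only wells and the 100% control is not disclosed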
Glyco luc inh: increase of ERlucT glycosylation luciferase signal, primary screen, N-linked glycosylation inhibitor project, D54 ERlucT cells, luminescence, set 2; D54 ERlucT glycosylation luciferase reporter, 24 h; percent of 100 nM tunicamycin response; reporter increase, % at 12.5 µM; 0.23% of 360,000 active;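 active means mean luciferase reporter signal, scaled so untreated is 0 and the glycosylation-blocking control 100, at or above a set limit in every replicate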;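 further: luciferase carries N-glycosylation sites so blocking glycosylation raises the light; 0% = median of neutral control wells and 100% = median of 100 nM tunicamycin wells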
aDG glyco act: activators of alpha-DG glycosylation, primary screen, uHTS, Pro5-aDG cells, AlphaScreen. activation, % at 10 µM. 0.22% of 360,000 active. alpha-DG glycosylation AlphaScreen (IIH6); 0% Pro5, 100% B10-LARGE cell signal;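 active means activation of at least 8% versus controls, or a plate z-score of at least 8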;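 further: Pro5 are CHO cells carrying HIG-tagged alpha-DG that lacks glycosylation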
MC4R barr agon: MC4R agonists recruiting beta-arrestin, primary screen, cell-based, luminescence, agonist arm of biased-ligand search | Melanocortin receptor 4 (Homo sapiens), P32245 | U2OS MC4R beta-arrestin complementation; percent of melanotan II response, DMSO zero | activation, % at 8.9 µM | 0.98% of 360,000 active;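 active means activation above a per-plate cutoff, the mean activation of sample wells on that plate plus 3 SD, cut at about 8% in these data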
Granule exo inh: LAMP-1 surface exposure blockers, TALL-104 cells – cell-based, flow cytometry, MLPCN library, primary screen; TALL-104 LAMP-1 surface exposure; cells stimulated with thapsigargin and PMA; inhibition, % at 10 µM; 0.66% of 360,000 active;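 active means inhibition above about 55%, limit read from the data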
HTR2A ag: mouse Htr2a agonists via beta-arrestin recruitment, primary screen, cell-based, luminescence. 5-hydroxytryptamine receptor 2A (Mus musculus), P35363. CHO-K1 mHTR2A beta-arrestin complementation; percent of 30 µM serotonin response. activation, % at 7.6 µM. 0.66% of 360,000 active;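 active means activation above a run cutoff, the mean activation of all tested compounds plus 3 SD, cut at about 14% in these data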;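 further: 0% = plate median of compound wells and 100% = 30 µM serotonin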
Target sequence (P35363 whole entry, looked up): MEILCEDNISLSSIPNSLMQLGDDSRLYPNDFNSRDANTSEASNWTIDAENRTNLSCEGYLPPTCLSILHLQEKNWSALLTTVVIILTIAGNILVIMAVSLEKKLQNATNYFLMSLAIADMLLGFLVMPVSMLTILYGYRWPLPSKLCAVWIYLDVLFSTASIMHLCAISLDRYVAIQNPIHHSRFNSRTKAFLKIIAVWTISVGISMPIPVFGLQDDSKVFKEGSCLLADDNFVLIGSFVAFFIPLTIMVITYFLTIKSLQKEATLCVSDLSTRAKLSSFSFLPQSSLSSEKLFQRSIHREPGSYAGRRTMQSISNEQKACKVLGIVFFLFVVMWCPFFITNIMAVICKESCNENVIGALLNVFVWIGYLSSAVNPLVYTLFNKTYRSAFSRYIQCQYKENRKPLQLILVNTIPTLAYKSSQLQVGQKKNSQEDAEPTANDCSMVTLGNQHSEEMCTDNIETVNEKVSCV
hiPSC survival: enhancers of single-cell hiPSC survival, primary screen, ATPlite luminescence; 0.044% of 360,000 active; survival enhancement, % at 20 µM; 100% = ROCK inhibitor wells, 0% = DMSO; in the data active means survival enhancement above about 18%;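 further: cells exposed to compounds for 16 hours before the ATP read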
H9c2 protect: cardioprotection against H2O2-induced cell death, primary screen, uHTS, H9c2 cells, ATPLite luminescence; H9c2 cardiomyocytes, H2O2 injury protection, 2 h; protection from H2O2 cell death, % at 20 µM; 0.63% of 360,000 active;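 active means compounds giving at least 50% protection of heart cells from peroxide-induced death in the single-dose screen, raw or plate-pattern-corrected value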;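 further: 0% = DMSO wells with peroxide and 100% = DMSO wells without peroxide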
The depositor's hits bear a star; . = no result given.

SMILES | Granule exo inh | Glyco luc inh | MC4R antagonist | ABCB6 inh 2 | aDG glyco act | hiPSC survival | H9c2 protect | MC4R barr agon | HTR2A ag | ABHD5-PLIN5 inh
O=C(COc1ccc(S(=O)(=O)N2CCCC2)cc1Cl)NC1CCCC1 | -0.5 | -0.6 | 4.2 | 94.0 | 0.1 | 2.7 | -3.8 | -3.6 | -4.0 | -4.8
COc1cc(OC)c(C(=O)OCN2C(=O)c3ccccc3C2=O)cc1OC | -6.2 | 2.5 | -0.1 | 96.0 | 0.0 | -0.4 | 9.5 | -0.4 | 1.6 | -4.5
CC(C)(C)c1ccc(NC(=O)CON=C(N)c2ccccc2)cc1 | -7.7 | 0.7 | 0.7 | 96.0 | 0.0 | 0.0 | -6.1 | 2.1 | 0.4 | -4.7
COc1cccc(C(=O)NCCS(=O)(=O)NCc2cccs2)c1 | 7.3 | -0.3 | 5.5 | 103.0 | -0.4 | 1.3 | -4.5 | 1.1 | 9.7 | 13.6
Cn1c(=O)c2ccccc2n(CC(=O)NC2CCCCC2)c1=O | -5.9 | -0.6 | 1.6 | 94.0 | 0.0 | -0.2 | -2.2 | 1.4 | -4.8 | -3.1
CC(C)(C)OC(=O)CC1(C#N)c2ccccc2C(Br)=CN1C(=O)c1ccccc1 (stereo not drawn) | -16.4 | -6.0 | 4.3 | 93.0 | -0.2 | -1.4 | -12.2 | -0.8 | 2.9 | -1.1
COc1cc(CCN(C(=O)c2cccc(S(C)(=O)=O)c2)C(CCc2ccccc2)c2nc3ccccc3[nH]2)cc(OC)c1 (stereo not drawn) | -1.9 | -0.9 | . | 100.0 | 0.0 | 1.4 | 6.6 | . | 6.9 | 3.0
Cc1ccc(SCCC(=O)NCc2ccccn2)cc1 | 4.8 | 1.1 | 8.6 | 98.0 | -0.2 | 0.3 | 7.7 | -2.3 | -3.0 | -2.3
CNC(=O)c1cc(Nc2nnc(C)c3ccccc23)ccc1OC | -2.9 | 2.2 | -2.2 | 92.0 | -0.1 | -2.1 | 6.1 | -1.3 | 7.5 | 1.0
CC(C)(C)C(=O)Nc1nnc(SCC(=O)NC2CCCCC2)s1 | -6.0 | 1.6 | -3.7 | 101.0 | -0.2 | 2.5 | 3.8 | 0.1 | -1.3 | 8.7
Cc1noc(C)c1S(=O)(=O)Nc1ccc(C(=O)NCCc2ccccc2)cc1 | 2.6 | -1.2 | 4.2 | 95.0 | 0.1 | -3.0 | 5.9 | 1.5 | -6.7 | -3.4
COc1ccc(CC(=O)OC(C)CN2CCOCC2)cc1 (stereo not drawn) | -0.1 | 1.2 | 13.2 | 94.0 | -0.4 | 0.9 | -3.3 | 0.4 | 0.3 | -7.4
O=c1c2c(-c3ccccc3)csc2ncn1/N=C/c1cccc([N+](=O)[O-])c1O | 0.8 | -0.7 | -1.4 | 101.0 | -0.1 | 0.8 | 30.9 | -1.6 | -2.2 | 5.0
Cc1ccc(S(=O)(=O)CCC(=O)OC(C)C(=O)Nc2ccc(N3CCOCC3)cc2)cc1 (stereo not drawn) | 4.4 | -2.1 | 13.0 | 92.0 | 0.0 | -0.5 | -6.1 | -1.7 | -1.2 | -2.7
Cc1cccc2c1cnn2C(=O)CCC(=O)NC1CCCCC1 | -2.7 | -4.4 | 11.0 | 100.0 | -0.6 | 0.1 | -5.6 | -0.4 | 12.3 | 1.9
O=C(N/N=C/c1cccc([N+](=O)[O-])c1)c1cc2ccccc2o1 | -3.3 | -2.8 | 1.3 | 100.0 | -0.2 | -0.3 | 0.2 | -2.4 | -3.7 | 0.4
O=C1CCCCC1Sc1nnc(-c2ccc3c(c2)OCO3)o1 (stereo not drawn) | -6.5 | -19.9 | -2.0 | 91.0 | -0.1 | -1.0 | -24.4 | -4.7 | -0.3 | -10.9
CCCCS(=O)(=O)C1CCS(=O)(=O)C1 (stereo not drawn) | 0.0 | 1.2 | -1.9 | 102.0 | -0.5 | 2.2 | 0.8 | -1.3 | -4.3 | 2.5
CC(NS(=O)(=O)c1c(N)n(C)c(=O)n(C)c1=O)c1ccccc1 (stereo not drawn) | -2.9 | . | 1.1 | 100.0 | -0.1 | -0.4 | 7.6 | -2.4 | 7.6 | 0.2
CCCCNC(=O)c1c[nH]c2ccc(S(=O)(=O)N3CCOCC3)cc2c1=O | -2.3 | 1.3 | 13.7 | 104.0 | -0.1 | 0.2 | -6.5 | -0.6 | 3.0 | -1.7
CCOc1ccc(NC(=O)CSc2nnc(C)n2Cc2ccccc2)cc1 | 3.4 | 0.5 | 14.3 | 94.0 | 0.0 | -2.5 | -7.5 | 0.2 | 0.1 | 6.2
CC(C)C12NC(=O)NC(=O)N1CCS2 (stereo not drawn) | -10.1 | 6.1 | 0.3 | 96.0 | 0.1 | 3.5 | 1.3 | -0.6 | 1.5 | -37.0
Cc1cc(C)cc(NS(=O)(=O)Cc2ccccc2)c1 | 1.5 | -1.7 | 5.9 | 96.0 | 0.0 | -0.6 | 1.6 | 0.2 | -8.4 | 5.4
COc1ccc(/C=N/Nc2nnc(-c3ncc[nH]3)c3ccccc23)cc1 | -1.1 | -1.9 | 9.2 | 98.0 | -0.2 | -0.2 | 20.1 | -0.1 | -0.1 | -2.4
Cc1ccccc1C(=O)N1CCC(C(=O)Nc2ccc3c(c2)OCO3)CC1 | -1.7 | -0.2 | -1.1 | 98.0 | 0.0 | -1.9 | -0.6 | 0.5 | 0.9 | 3.0

Other structures:
SMILES | Granule exo inh | Glyco luc inh | MC4R antagonist | ABCB6 inh 2 | aDG glyco act | hiPSC survival | H9c2 protect | MC4R barr agon | HTR2A ag | ABHD5-PLIN5 inh
CCN(CC)C(=O)c1csc(Nc2ccc(C)cc2)n1 | -5.4 | -1.2 | -3.6 | 96.0 | 0.1 | 2.1 | -0.6 | -1.5 | -0.3 | 1.5
Cc1c(Cl)cccc1NC(=O)CNC(=O)c1ccc(F)cc1 | -3.3 | -0.6 | -0.1 | 95.0 | -0.1 | 1.8 | -7.1 | -1.7 | 2.0 | 1.3
CCc1nc2ccc(C(=O)Nc3ccc(OC)c(OC)c3)cn2c1N(C)C(=O)c1cccc(OC)c1 | -2.1 | 0.4 | 13.9 | 104.0 | 0.2 | 1.9 | 4.6 | -1.7 | 1.1 | -3.8
CC(NCCO)C(=O)C12CC3CC(CC(C3)C1)C2 (stereo not drawn) | 2.8 | 2.2 | -4.4 | 86.0 | -0.2 | 8.4 | -0.7 | 0.2 | 8.0 | 3.7
COc1ccccc1Nc1ncc(C(=O)N2CCN(Cc3ccc(OC)c(OC)c3OC)CC2)c2ccccc12 | 4.1 | 0.6 | 6.9 | 96.0 | 0.0 | 0.8 | 13.6 | -1.2 | -3.7 | 3.7
COc1ccc(S(=O)(=O)N2CCCC2)cc1C(=O)N1CCOCC1 | -4.3 | 1.8 | 4.2 | 103.0 | -0.2 | -0.9 | 1.5 | -1.4 | 2.4 | -1.5
COc1ccccc1CNC(=O)c1ccc(S(=O)(=O)N(C)c2ccccc2)cc1 | -1.3 | -2.9 | 4.4 | 98.0 | -0.2 | 0.1 | 0.7 | -4.3 | -9.1 | 0.4
COC(=O)c1ccc(NC(=O)CCN2CCOCC2)cc1 | -9.8 | -1.1 | 5.9 | 98.0 | -0.2 | 1.4 | 5.1 | 0.9 | 3.7 | 0.8
O=C(CCCCCn1c(=S)[nH]c2ccc(N3CCOCC3)cc2c1=O)NCc1cccc(Cl)c1 | 2.1 | -0.1 | 12.0 | 99.0 | 0.1 | 0.9 | -2.9 | 9.8* | -3.8 | 2.2
CC1(C)Cc2c(c(-c3ccco3)nc3sc4c(NCCCO)ncnc4c23)CO1 | 2.4 | -1.4 | -14.4 | 100.0 | -0.4 | 0.0 | 24.4 | 1.1 | 2.5 | 32.8*
Cc1nc2ccccc2cc1OCc1ccccc1 | 0.8 | -1.4 | -1.7 | 92.0 | 2.6 | -0.7 | -11.6 | 8.5* | 2.7 | -6.5
Nc1nonc1-n1nnc(C(=O)N/N=C/C2CC=CCC2)c1CSc1ccccc1 (stereo not drawn) | -1.0 | -1.5 | 6.3 | 93.0 | 0.1 | -0.1 | 5.7 | 3.5 | -2.7 | -0.4
COCCNC(=O)c1nn2c(C(F)(F)F)cc(-c3ccccc3)nc2c1Br | 3.8 | 2.4 | 11.1 | 99.0 | 0.1 | 2.8 | 4.5 | -1.4 | -8.5 | -2.9
CCn1nc(C)c(NC(=O)CCCSc2nc(-c3ccco3)cc(C(F)(F)F)n2)c1C | -2.3 | 0.8 | 5.5 | . | 0.0 | 6.4 | -10.3 | 0.9 | 1.5 | 7.4
O=C(O)C1CC(c2ccc(F)cc2)=NO1 (stereo not drawn) | 0.0 | -6.9 | 0.9 | 100.0 | -0.3 | -0.7 | 3.7 | 0.7 | -0.2 | -2.8
Cn1c(=O)c2cc(NC(=O)NCCc3ccccc3)ccc2n1Cc1ccc(F)cc1 | 8.3 | -2.6 | -6.4 | 103.0 | 0.1 | -1.0 | -5.1 | -1.9 | -2.2 | 3.6
O=C(CSCc1cccc(Br)c1)N1CCOCC1 | 2.3 | -1.0 | -2.3 | 95.0 | 0.0 | -2.0 | 6.5 | -0.2 | -0.8 | -2.6
Cc1cccn2c(=O)nc(SCC(=O)N3CCOCC3)nc12 | 19.7 | 3.4 | 5.1 | 100.0 | 0.3 | -0.2 | 2.0 | -3.6 | -0.5 | 8.2
Cc1ccc(C(=O)OCC(=O)NC2CCCCC2)s1 | -0.9 | -1.6 | 13.9 | 98.0 | 0.0 | -0.2 | 5.9 | -2.4 | 3.0 | -3.0
CN1CCN(C(=O)c2c(NC(=O)c3ccco3)sc3c2CCC(C(C)(C)C)C3)CC1 (stereo not drawn) | 4.1 | -2.8 | 1.0 | 96.0 | -0.2 | -2.3 | 4.3 | 0.5 | -6.5 | 13.4
Cn1c(SCC(=O)N2CCCCCC2)nc2c(c1=O)SCC2 | -1.8 | -0.1 | 3.9 | 99.0 | 0.3 | -0.3 | 2.7 | -2.7 | -0.3 | -8.3
COc1ccccc1C/C(N)=N/OC(=O)COc1cccc2ccccc12 | -1.9 | -0.4 | -6.8 | 102.0 | -0.1 | -0.8 | -1.9 | -0.5 | 3.4 | 1.9
Cc1c(OCC(=O)N(C)c2ccccc2)ccc2c3c(c(=O)oc12)CCC3 | 51.0 | 0.0 | -5.4 | 96.0 | 0.6 | 0.4 | -3.2 | -1.8 | -5.1 | -3.5

Compounds as they come; overall some 4.5% were active at least once.
